High-throughput results deposited in PubChem BioAssay by several laboratories.
K1F lysis inhibition: inhibition of K1F phage lysis, E. coli UTI89, bacterial capsule biogenesis inhibitors, alamar blue (AID 488966). E. coli UTI89 K1F phage lysis, alamar blue, 2 h; higher % means a stronger effect. one-dose inhibition, % at 100 µM; IC50 in µM for titrated hits. 340,000 compounds, 0.02% hits;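 active means phage lysis inhibition, versus mean bacterial control, above a set limit; inconclusive means no clear call, values can overlap the other calls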;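 further: capsule biogenesis inhibitors block K1F phage lysis so surviving cells raise fluorescence; higher fluorescence means more inhibition of phage lysis; actives were called in the ten point dose series up to 300 µM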
NTR1 ag: agonists of NTR1, primary screen, imaging, U2OS cells, beta-arrestin-GFP, high content (AID 493036); P30989; NTR1-U2OS beta-arrestin-GFP spot imaging, agonist mode; activation, % at 20 µM; 330,000 compounds, 0.17% hits;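 active means activation at or above 40% of the spot to cytoplasm intensity ratio, with at least 20 cells analyzed; inconclusive means wells under 20 cells, flagged as cytotoxic or low count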;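 further: 0% = DMSO without peptide and 100% = 100 nM NTR1 peptide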
Target sequence (P30989 whole entry, looked up): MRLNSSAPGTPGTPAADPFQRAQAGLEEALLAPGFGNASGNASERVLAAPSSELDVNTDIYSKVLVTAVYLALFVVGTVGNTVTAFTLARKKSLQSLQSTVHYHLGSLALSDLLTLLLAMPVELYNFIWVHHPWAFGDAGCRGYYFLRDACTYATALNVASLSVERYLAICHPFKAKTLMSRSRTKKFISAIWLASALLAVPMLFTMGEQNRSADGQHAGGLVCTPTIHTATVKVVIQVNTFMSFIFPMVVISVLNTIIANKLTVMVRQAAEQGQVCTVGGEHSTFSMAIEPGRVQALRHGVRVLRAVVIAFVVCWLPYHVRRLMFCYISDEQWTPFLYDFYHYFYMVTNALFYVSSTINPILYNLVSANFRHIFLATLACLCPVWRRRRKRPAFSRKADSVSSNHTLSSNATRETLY
Siah-1 displacement: blockers of Siah-1 interaction with plectin peptide – biochemical, fluorescence polarization, rhodamine-plectin, uHTS, primary screen (AID 1817); Siah-1 / rhodamine-plectin peptide fluorescence polarization; higher % means a stronger effect; one-dose displacement, % at 20 µM; IC50 in µM for titrated hits; 290,000 compounds, 0.02% hits;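 active means displacement of at least 50% at 20 µM, with a fluorescence ratio check between 0.3 and a set limit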;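 further: plate controls were Siah plus tracer with DMSO for no effect and tracer alone without Siah for full effect; strong numbers were not always called active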
GPR55 beta-arrestin: GPR55 agonists via beta-arrestin recruitment, primary screen, imaging, U2OS cells, beta-arrestin-GFP redistribution (AID 1961). U2OS GPR55 beta-arrestin-GFP redistribution imaging; higher % means a stronger effect. 290,000 compounds, 0.048% hits. one-dose activation, % at 10 µM; EC50 in µM for titrated hits;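 active means activation above 40% with more than 50 cells counted in the well; inconclusive means wells holding fewer than 50 cells, flagged as toxic or sparse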;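 further: U2OS osteosarcoma cells stably expressing GPR55 and beta-arrestin-GFP; plate controls were DMSO negative control for no effect and LPI positive control for full effect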
NS5 inhibitors: Dengue-2 NS5 methyltransferase inhibitors, primary screen, biochemical, confirmation dose response (AID 588689). inhibition, % at 25 µM; hits with a dose series show IC50 in µM. 340,000 compounds, 0.3% hits. Dengue-2 NS5 methyltransferase capping enzyme assay, biochemical; higher % means a stronger effect; in the data active means a potency from the dose series; inconclusive means inhibition above about 29% without an active follow-up result
GPR35 antagonists: GPR35 antagonists blocking zaprinast-driven arrestin recruitment, primary screen, imaging, U2OS, beta-arrestin-GFP, zaprinast agonist (AID 2058) | U2OS GPR35 beta-arrestin-GFP translocation imaging, zaprinast antagonism; higher % means a stronger effect | inhibition, % at 10 µM, or IC50 in µM where a hit was titrated | 290,000 compounds, 0.052% hits;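 active means inhibition of at least 50% with at least 30 cells and total cytoplasm GFP at most 10,000,000; inconclusive means under 30 cells or total GFP of 10,000,000 plus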
HIV peptide binding: cell-free HIV fusion peptide-binding blockers – biochemical, uHTS, fluorescence dequenching, primary screen (AID 1986); cell-free peptide binding, fluorescence dequenching, 30 min; higher % means a stronger effect; one-dose inhibition, % at 20 µM; IC50 in µM for titrated hits; 290,000 compounds, 0.3% hits; in the data active means inhibition mostly above about 52%, no sharp cut-off; inactive means mostly below about 76%; further: some results filed as inactive read as strong as hits
AID2073: inhibitors of Mint1-CaV2.2 protein interaction, biochemical, HTRF (AID 2073). HTRF protein-protein interaction, Mint1-CaV2.2; higher % means a stronger effect. inhibition, % at 20 µM; hits with a dose series show IC50 in µM. 290,000 compounds, 0.19% hits; in the data active means inhibition mostly above about 51%, no sharp cut-off; inconclusive means no clear call, values can overlap the other calls; inactive means mostly below about 53%; further: some results filed as inactive read as strong as hits
GPR55 antagonists: inhibition of LPI-stimulated GPR55 beta-arrestin translocation – imaging, U2OS, beta-arrestin-GFP, LPI agonist, primary screen (AID 2013); 290,000 compounds, 0.13% hits; U2OS GPR55 beta-arrestin-GFP translocation imaging, LPI antagonism; higher % means a stronger effect; inhibition, % at 10 µM, or IC50 in µM where a hit was titrated;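 active means spots per cell inhibited over 60%, with over 100 cells counted and total cytoplasm intensity under 500,000; inconclusive means wells with under 100 cells, flagged as likely toxic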;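 further: U2OS cells stably carrying GPR55 and arrestin-GFP stimulated by 5 µM LPI near EC80; imaged beta-arrestin-GFP aggregate spots per cell after agonist stimulation; plate controls were LPI-stimulated DMSO wells for no effect and DMSO wells without LPI for full effect; some results filed as inactive read as strong as hits; confirmed hits need IC50 under 10 µM and bright autofluorescent wells are also inconclusive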
NTR1 ag cell count 20 µM: recorded beside NTR1 ag, whose call it bears; cell count; measured here: cell count, cytotoxicity flag
NS5 inhibitors pilot replicate: also measured in NS5 inhibitors; calls as there; inhibition, %; measured here: pilot screen replicate inhibition
An asterisk follows results filed as active; ? = inconclusive; . = no result given; [ ] = dose if it differs, or a comment.

SMILES | K1F lysis inhibition | NTR1 ag | NTR1 ag cell count 20 µM | Siah-1 displacement | GPR55 beta-arrestin | NS5 inhibitors | GPR35 antagonists | HIV peptide binding | AID2073 | GPR55 antagonists | others
CCOC(=O)c1cc2cc(OC)ccc2nc1C | 0.2% | -0.9 | 29 | 18% | 0.0% | 0% | 14% | -1.1% | -3% | 1%
CNCc1ccccc1Sc1cccc(O)c1 | 2.1%[50 µM] | -0.5 | 60 | 6% | 0.1% | -4% | -2% | 1.6% | -3% | 7%
CCN(CC(=O)NC(C)C)Cc1nc2sc3c(c2c(=O)[nH]1)CCC3 | -0.1% | 0.7 | 60 | 0% | -0.1% | -12% | -2% | 0.2% | 48% | 6%
Cn1nc([N+](=O)[O-])c(C(C#N)c2nc3ccccc3n2C)c(Cl)c1=O (configuration not stated) | -3.6% | 4.7 | 54 | 12% | 0.0% | 17µM* | 0% | 44% | 12% | -4%
CCOc1ccc(-c2csc(N)c2C(=O)OC)cc1 | -1.0% | -2.2 | 85 | -1% | 0.0% | 2% | -10% | -1.8% | 7% | 5%
COc1cccc(CN(C)Cc2nc3cc(C(F)(F)F)ccc3c(=O)[nH]2)c1 | 0.3% | 1.2 | 67 | 3% | 0.1% | -5% | 6% | -1.3% | 14% | -5%
NS(=O)(=O)c1ccc(Nc2nc(-c3ccc4ccccc4c3)cs2)cc1 | 4.3% | 19 | 71 | -2% | 0.0% | -9% | -3% | -1.3% | 21% | -1%
Nc1c(-c2ccccc2)c(CN2CCOCC2)nn1-c1ccc(F)cc1 | 6.7% | 0.8 | 48 | 4% | -0.1% | -4% | -14% | 0.4% | 3% | 1%
COc1ccc(/C=C(\C#N)c2nc3ccc(C)cc3[nH]2)cc1Oc1ccc(C(F)(F)F)cc1[N+](=O)[O-] | 0.4% | 1.7 | 92 | 3% | -0.1% | 1% | 8% | 10% | 20% | 11%
O=C(NC(=S)NCc1ccccc1)c1ccccc1 | 0.0% | 1.8 | 95 | 0% | 0.2% | -6% | 1% | -1.4% | 0% | 1%
CN(C)/C=N/c1sc2c(c1C#N)CCCC2 | -2.4% | -0.6 | 28 | -6% | -0.3% | 4% | 3% | -3.2% | 42% | -12%
O=C1Nc2ccccc2C1Cc1ccc(OC(F)(F)F)cc1 (configuration not stated) | 0.5% | 2.7 | 82 | 3% | 0.0% | 1% | -1% | -1.8% | 3% | -14%
CC(=O)Nc1ccc2oc(-c3ccccc3Br)nc2c1 | 0.0% | -1.0 | 70 | 0% | -0.2% | -4% | 11% | -2.3% | 25% | -8%
NC1=NC(=O)C(Cc2cccc(Cl)c2Cl)S1 (configuration not stated) | 0.1%[50 µM] | 5.0 | 42 | 3% | -0.3% | -10% | 7% | -0.9% | 1% | 0%
CCOc1ccc(C(=O)Nc2ccc(N3CCN(C(C)=O)CC3)cc2)cc1[N+](=O)[O-] | 0.0% | -2.5 | 91 | -1% | -0.1% | -1% | -6% | -0.6% | -4% | -5%
O=C(Nc1ccc(Br)cc1)C1CCCN(S(=O)(=O)c2cccnc2)C1 (configuration not stated) | 0.4% | 0.6 | 41 | -1% | -0.4% | 1% | 2% | -0.3% | -11% | 12%
COC(=O)c1ccc(OC)c(CN2CCCN(Cc3cc(C)ccc3C)S2(=O)=O)c1 | 0.0% | 1.7 | 84 | 14% | 0.6% | 5% | -8% | -0.6% | 13% | 7%
O=c1cc[nH]c2c1ccc1c(=O)cc[nH]c12 | 1.1% | -0.9 | 87 | 42% | 0.0% | 12% | -2% | 11% | 30% | 8%
CCOC(=O)c1sc(S(C)(=O)=O)c2c1CC(C)(C)C/C2=N/O | . | 1.2 | 47 | 4% | 0.2% | . | 5% | 0.1% | -5% | -11%
COc1ccc(CCN(C)C2CCCN(S(=O)(=O)C(C)C)C2)cc1OC (configuration not stated) | -1.1% | 0.1 | 39 | -2% | -0.1% | -1% | 0% | 1.0% | 7% | 3%
O=C(NC1CCCCCC1)c1ccc(CS(=O)Cc2cccc(Cl)c2)o1 (configuration not stated) | 0.1% | 0.0 | 69 | 3% | -0.1% | 2% | 2% | 1.4% | 4% | 4%
CC(C)c1cc2cc3ccc(=O)oc3cc2o1 | 0.1% | 2.0 | 100 | 10% | -0.1% | -4% | 4% | 0.6% | 17% | 18%
CS(=O)(=O)Nc1ccc(C2=NN(C(=O)c3ccco3)C(c3ccccc3)C2)cc1 (configuration not stated) | 1.3%[50 µM] | -0.7 | 48 | 2% | 0.1% | -6% | -16% | -2.0% | 5% | 2%
CCOC(=O)c1c(NC(=O)CSc2nnnn2-c2ccccc2)sc2c1CCC(C)C2 (configuration not stated) | 0.5%[50 µM] | 4.1 | 62 | 1% | 0.3% | 1% | -4% | -2.4% | 1% | 7%
Cc1cccc(NC(=O)c2cnn3ccccc23)c1C | 0.2% | -0.9 | 73 | 0% | 0.2% | 5% | 2% | -1.5% | -3% | -7%
Remaining list, next part
SMILES | K1F lysis inhibition | NTR1 ag | NTR1 ag cell count 20 µM | Siah-1 displacement | GPR55 beta-arrestin | NS5 inhibitors | GPR35 antagonists | HIV peptide binding | AID2073 | GPR55 antagonists | others
C=CCNC(=O)c1c(Br)cnn1-c1ccc(C)cc1 | . | 0.2 | 48 | 0% | -0.3% | . | -8% | -1.2% | -9% | 12%
CC1CC(C)CN(S(=O)(=O)c2cccc3nonc23)C1 (configuration not stated) | -0.2% | 0.3 | 73 | 13% | 0.0% | -4% | -1% | 0.5% | 0% | 15%
CNC(=O)NCC12CC3CC(CC(C3)C1)C2 | 0.4% | -0.4 | 62 | -4% | -0.2% | -3% | -4% | -1.2% | -2% | .
CCC(CC)C(=O)NCc1ccccc1Cl | 0.8% | -2.2 | 43 | -2% | -0.2% | -10% | -2% | -0.2% | 21% | -12%
Cn1nc(C(=O)Nc2nc(-c3ccc(F)cc3)cs2)ccc1=O | -0.2% | 1.0 | 70 | 0% | 0.6% | -5% | -7% | -1.3% | 0% | 9%
Cc1nnc(-c2ccccc2)c(=O)n1/N=C/c1c(O)ccc2ccccc12 | -1.1% | -0.2 | 33 | -2% | 0.2% | ? | 4% | 62% | 12% | 4%
CC1CCCCN1S(=O)(=O)c1ccc(S(=O)(=O)NCCc2ccncc2)cc1 (configuration not stated) | 1.2% | -0.1 | 54 | 2% | -0.2% | -2% | -7% | -1.1% | -2% | -11%
C=C(C)C1CC=C(C)/C(=N/NC(=O)COc2ccccc2Cl)C1 (configuration not stated) | -3.4% | 15 | 75 | 6% | -0.2% | -1% | 34% | -0.3% | -1% | 14%
COc1ccccc1NC(CC(=O)c1ccccc1)C(=O)OCC(=O)c1ccc(C)cc1 (configuration not stated) | 0.2%[50 µM] | 0.5 | 56 | 4% | -0.3% | -4% | -14% | -0.9% | 10% | 17%
O=c1[nH]c(N/N=C/c2ccccc2)nc2ccccc12 | 2.5% | -1.4 | 66 | 2% | -0.3% | -5% | 8% | -2.1% | 24% | -5%
CCn1c(C)nnc1SCC(=O)Nc1ccc(C(C)=O)cc1 | 0.2% | 0.0 | 70 | -2% | -0.2% | -3% | 3% | 0.3% | 0% | 2% | NS5 inhibitors pilot replicate=-4.9
O=C(c1ccncc1)N1c2ccccc2Sc2ccccc21 | -0.2% | -0.7 | 40 | -1% | -0.5% | 1% | -9% | -0.3% | 2% | -1%
O=C(CN1CCCCC1)N1CCc2ccccc21 | 0.2% | -0.7 | 58 | 12% | 0.2% | -1% | -11% | 1.3% | 0% | -5%
CC(/C=C1\SC(=S)N(NC(=O)c2cccc(O)c2)C1=O)=C\c1ccccc1 | -0.2% | 6.7 | 72 | 0% | 2.0% | -3% | -7% | 9.6% | -4% | 12%
NS(=O)(=O)c1ccc(NC(=O)COC(=O)C2(c3ccc(F)cc3)CCCC2)cc1 | 0.6% | 1.1 | 32 | -4% | 0.8% | 5% | -9% | -1.3% | -2% | -10%
CC(=O)c1ccc(NS(=O)(=O)c2ccc3ccccc3c2)cc1 | 1.7%[50 µM] | -0.7 | 81 | 5% | -0.1% | -2% | -2% | 0.2% | 25% | 3%
CNCCCC1Sc2ccccc2Oc2ccccc21 (configuration not stated) | 13% | -2.4 | 63 | 8% | 0.5% | -2% | -2% | -0.9% | -4% | 20%
CCOc1ccc(Cc2n[nH]c(=S)n2N)cc1 | -0.1% | -0.2 | 34 | -1% | -0.2% | -6% | 4% | -1.2% | -11% | 7%
Fc1ccc(CO/N=C/C2=C(Cl)c3ccccc3CC2)cc1 | 0.7% | 2.5 | 37 | 29% | -0.1% | -5% | 0% | -0.3% | 0% | -10%
CCc1ccc(-n2c(=O)c3ccccc3n3c(=S)[nH]nc23)cc1 | 0.2% | -1.2 | 73 | 3% | -0.1% | -6% | -10% | 5.0% | 1% | -5%
CCN(C(=O)c1c(OC)cccc1OC)c1nnc(-c2cccnc2)s1 | 2.0% | -1.9 | 57 | 12% | -0.5% | 7% | -2% | -1.4% | 6% | -9%
COc1ccc(NC2CCCN(C(=O)C3(C)CCCCC3)C2)cc1 (configuration not stated) | 0.4% | 0.9 | 58 | -2% | 0.3% | -3% | -23% | 1.2% | -16% | 2%
CCCCn1nc2cc(C(=O)NCC34CC5CC(CC(C5)C3)C4)ccc2c1OCC | 1.6% | 4.7 | 109 | 1% | 0.0% | 2% | 13% | -0.2% | 11% | 28%
COc1cc(C(=S)N2CCCC2)ccc1OCC(N)=O | 0.3% | 0.9 | 77 | 1% | -0.2% | 2% | 14% | -0.7% | 6% | 3%
CC(=O)Nc1ccc2nc3c(=O)n(C)c(=O)n(C)c3nc2c1 | 0.0% | 2.9 | 52 | 68% | -0.2% | ? | -8% | 35% | 33% | -3%
CCc1nc(C)ccc1OCC(=O)O | 0.7% | 0.5 | 61 | 2% | -0.2% | . | -11% | 0.4% | -12% | 9%
